LDHA inh: LDHA (human) enzyme inhibition; purified LDHA, NADH/diaphorase-resazurin fluorescence; hits give low values; hit rate 0.15% among 480,000; activity change, % (values are at about 110 or 230 µM); in the data active = activity change below about -30%; inconclusive = mostly about -25% to -30%;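 note: plate controls were DMSO wells for no effect and wells without enzyme for full effect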
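Resorufin fluorescence (ex540/em590), read at 0 and 20 min after diaphorase/resazurin addition, reports the NADH left after a 5 min room-temperature reaction of 2 nM human LDH5 with 0.06 mM NADH and 0.2 mM pyruvate.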
APEX1 inh: APE1 (human) endonuclease inhibition; AID 2517; P27695; recombinant APE1, TAMRA/BHQ-2 abasic DNA cleavage fluorescence; Potency, µM (top dose mostly 65.8 µM), for inactives: at the top dose activity change, negative = inhibition, hits mostly inhibitors; hit rate 0.35% among 350,000;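 note: potency is the fitted concentration of half-maximal effect; plate controls were vehicle for no effect and reference inhibitor for full effect; nearly all actives have a fitted effect of over 55% in size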
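Kinetic fluorescence read (525 ex/598 em nm, three reads 60 s apart) of AP-site incision; signal = third minus first read. Enzyme 0.75 nM, dual-labelled THF duplex 50 nM, compound preincubation 15 min RT.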
POLB inh: inhibitors of human DNA polymerase beta; P06746; Pol beta primer extension/strand displacement, fluorescence kinetic; Potency, µM (doses to about 114 µM), for inactives: top-dose activity change, negative = inhibition, hits mostly inhibitors; hit rate 1.3% among 340,000; AID 485314; note: potency is the fitted concentration of half-maximal effect; % is set by controls: 0 for no effect and ±100 for the full control effect
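Preincubation: enzyme (10 nM) with compound, 15 min, RT. Reaction: substrate added to 50 nM final. Reads: 0 and 10 min. Analysis: normalized, Hill fit.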
Apoferritin bind: binds horse apoferritin like a general anesthetic; P02791; apoferritin/1-aminoanthracene competitive binding, fluorescence; Potency, µM (doses to about 77.5 µM), for inactives: at the top dose activity change, negative = displacement, usual class: inhibitors; hit rate 0.074% among 350,000; AID 485281; note: potency is the fitted concentration of half-maximal effect; % is set by controls: 0 for no effect and ±100 for the full control effect; nearly all actives have a fitted effect of over 20% in size
Target sequence (P02791 2-175 limits assumed): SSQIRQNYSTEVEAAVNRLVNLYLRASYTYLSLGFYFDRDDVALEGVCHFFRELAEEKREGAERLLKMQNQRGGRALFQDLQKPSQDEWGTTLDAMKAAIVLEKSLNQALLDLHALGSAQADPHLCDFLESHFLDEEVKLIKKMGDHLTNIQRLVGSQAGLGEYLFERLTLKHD
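Horse-spleen apoferritin (10 uM) was mixed with 50% saturated 1-aminoanthracene in PBS, exposed to compounds for 10 min at room temperature, and read for fluorescence (ex 380 nm, em 535 nm). Competitive displacement was fitted with a four-parameter Hill equation.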
ERG-DNA inh: inhibitors of human ERG Ets domain-DNA interaction; P11308; Potency, µM (highest dose often 76.9 µM), for the others: at the top dose FP activity, negative = inhibition, actives largely listed as inhibitors; fluorescence polarization, His-ERG Ets domain / labelled DNA; hit rate 0.028% among 370,000; active = well fitted inhibition curve with a large enough effect in the polarisation, with a control signal flat; inconclusive = small, poorly fitted or top-dose-only effect, or effect the other way, or a change in a side signal; inactive = no such curve, though single readings can be large or run the other way; the % refers to the polarisation;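 note: polarization taken with two DNA probes labelled with fluorescein and Texas red; potency is the fitted concentration of half-maximal effect; % of control where 0% means no effect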
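His-tagged ERG Ets domain (1 uM in the protein solution; 300mM KCl, 50mM Tris-HCl, 1mM EDTA, 1mM DTT, pH 7.5) received compound, then a probe mix of 5 nM fluorescein-DNA and 100nM Texas-615-DNA. Fluorescence polarization was read for both dyes.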
RGS4 inhibitor: blocks human RGS4-accelerated GTP hydrolysis; P49798; Transcreener GDP fluorescence polarization, RGS4-accelerated GTP hydrolysis; Potency, µM (titrated, usually from 114 µM), for inactives: top-dose activity change, negative = inhibition, hits mostly inhibitors; hit rate 0.039% among 390,000; AID 504845; note: potency is the fitted concentration of half-maximal effect; % is set by controls: 0 for no effect and ±100 for the full control effect; nearly all actives have a fitted effect of over 75% in size; some results filed as inactive show a strong effect at the top dose
Target sequence (P49798 whole entry, looked up): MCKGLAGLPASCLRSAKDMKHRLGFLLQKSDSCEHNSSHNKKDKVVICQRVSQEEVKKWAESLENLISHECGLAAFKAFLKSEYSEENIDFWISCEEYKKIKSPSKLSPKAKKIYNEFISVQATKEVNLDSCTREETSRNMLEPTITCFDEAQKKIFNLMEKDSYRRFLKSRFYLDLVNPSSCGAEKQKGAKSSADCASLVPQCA
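MLSMR compounds (23 nl, pin-transferred) preincubated 10 min at room temperature with a 500nM (2x) first reagent, then RGS4 at 900nM (2x) plus Transcreener GDP mix added; fluorescence polarization (620/688 nm) read before and after 90 min at 30 °C.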
12-LOX inh: ALOX12 (human) lipoxygenase inhibition. P18054. purified 12hLO, xylenol orange hydroperoxide absorbance. Potency, µM (top dose mostly 108 µM), inactives show top-dose activity change, negative = inhibition, hits mostly inhibitors. hit rate 1.1% among 580,000; note: potency is the fitted concentration of half-maximal effect; % is set by controls: 0 for no effect and ±100 for the full control effect
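Purified human 12hLO (150 nM final) in 25 mM Hepes, 0.01% Triton X-100, pH 7.0 was preincubated 15 min at room temperature with compound. Then 40 uM arachidonic acid was added, 30 min. Hydroperoxide was read by Fe-XO absorbance ratio 573/405 nm.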
POLK inh: DNA polymerase kappa (human) inhibition | purified Pol kappa, fluorescent DNA synthesis assay, 10 min | Q9UBT6 | hit rate 0.53% among 400,000 | Potency, µM (top dose mostly 107 µM), without a hit: top-dose activity, negative = inhibition, hits mostly inhibitors; note: potency is the fitted concentration of half-maximal effect; % is set by controls: 0 for no effect and ±100 for the full control effect
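Inhibition of 10 nM Pol kappa is measured by a fluorescent read-out at 0 and 10 min following addition of 50 nM substrate (final), with a 15-min room-temperature compound preincubation.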
POLH inh: inhibitors of human DNA polymerase eta; recombinant Pol eta, fluorescent DNA replication assay; Potency, µM (highest dose often 114 µM), inactives show top-dose activity change, negative = inhibition, most hits filed as inhibitors; hit rate 1.2% among 390,000; note: potency is the fitted concentration of half-maximal effect; % is set by controls: 0 for no effect and ±100 for the full control effect
Target sequence (Q9Y253 whole entry, looked up): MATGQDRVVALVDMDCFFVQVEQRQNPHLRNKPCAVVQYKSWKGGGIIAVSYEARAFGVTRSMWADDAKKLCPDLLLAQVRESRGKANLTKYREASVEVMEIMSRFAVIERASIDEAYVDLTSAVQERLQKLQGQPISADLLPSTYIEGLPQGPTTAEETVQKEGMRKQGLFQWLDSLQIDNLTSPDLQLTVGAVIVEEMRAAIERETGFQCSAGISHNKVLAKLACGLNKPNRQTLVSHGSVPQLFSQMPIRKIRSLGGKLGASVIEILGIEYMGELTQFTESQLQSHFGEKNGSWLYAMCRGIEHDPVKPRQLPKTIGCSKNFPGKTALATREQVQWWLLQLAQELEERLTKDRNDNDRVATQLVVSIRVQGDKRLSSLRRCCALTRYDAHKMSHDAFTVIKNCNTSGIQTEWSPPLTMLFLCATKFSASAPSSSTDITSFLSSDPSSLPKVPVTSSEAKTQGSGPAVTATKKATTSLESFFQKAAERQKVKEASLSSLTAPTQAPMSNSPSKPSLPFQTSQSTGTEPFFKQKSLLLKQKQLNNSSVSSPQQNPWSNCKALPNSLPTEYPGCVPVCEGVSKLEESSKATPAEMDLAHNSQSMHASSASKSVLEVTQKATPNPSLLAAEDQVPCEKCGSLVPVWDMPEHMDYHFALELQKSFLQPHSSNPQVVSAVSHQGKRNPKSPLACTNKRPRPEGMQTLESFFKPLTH
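Pol eta at 10 nM preincubated with compounds 15 min at room temperature; reaction started with fluorescent substrate (50 nM final) and read kinetically at 0 and 10 min.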
The depositor's hits bear a star; ? = inconclusive; / = not tested or not shown; & = joins results of further samples; [ ] = remark or other dose. Unless noted, calls come from the whole dose curve; as a rule, active = well fitted curve in the direction sought with a large enough effect; inconclusive = small, poorly fitted or top-dose-only effect, or another doubt; inactive = no such curve, though single readings can be large; an effect the other way counts as inactive or inconclusive. These rows are one share of the data (hit frequency here may not be typical).

SMILES	LDHA inh	APEX1 inh	POLB inh	Apoferritin bind	ERG-DNA inh	RGS4 inhibitor	12-LOX inh	POLK inh	POLH inh
CCC(C)NC(=O)Cn1c(=O)ccc2cc(S(=O)(=O)N3CCCC3)ccc21 (centres undefined)	-8.4	/	17.6%	7.5%	0.3%	7.9%	-13.9%	-2.6%[60.1 µM]	-8.5%
Cc1csc2nc(-c3cccc(NC(=O)c4ccccc4F)c3)cn12	-4.5	/	-9.2%	-17.4%	6.6%	-5.3%	-4.3%	-6.4%[60.1 µM]	-13.4%
O=C1C(Cl)=C(N2CCN(Cc3ccccc3)CC2)C(=O)N1Cc1ccccc1	-1.5	-3.6%	-0.7%	-20.3%	-7.5%	12.9%	?	-0.3%	2.3%
N#Cc1cc2c(nc1SCc1cccc(Cl)c1)CCCCC2	-3.3	-1.1%	0.3%	-5.3%	-4.8%	-3.6%	-25.7%	-4.6%	-2.3%
COc1ccc(C(=O)O)cc1S(=O)(=O)NCCCN1CCCC1=O	0.1	2.2%	18.5%	-3.7%	4.1%	?	?	-7.0%	-9.9%
CCOC(=O)/C=C1\SCC(=O)N1CC(=O)NCCc1ccc(F)cc1	-5.3	-1.6%	0.4%	-7.9%	11.0%	-21.0%	-7.9%	0.2%	-22.2%
O=C(NC(C(=O)c1ccccc1)N1CCOCC1)c1cccs1 (centres undefined)	1.2	1.4%	-2.1%	7.9%	-7.6%	-15.0%	-12.3%	0.0%	-6.0%
Cc1ccc(-c2noc(COC(=O)c3ccco3)n2)cc1	-0.9	-5.2%	/	/	-3.3%	11.3%	6.7%	-11.8%	?
C/C(=N/NC(=O)CNC(=O)c1cccnc1)c1ccco1	-7.0	0.9%	-0.3%	-23.8%	1.6%	16.8%	110.8%[activator]	-7.2%	-13.4%
O=[N+]([O-])c1ccc(-c2csc(N/N=C/c3cccnc3)n2)cc1	-5.3	12.1%	24.5%	-11.9%	-6.3%	-26.7%	?	-16.5%	-1.8%
O=S(=O)(c1ccc(NC(=S)Nc2ccc3c(c2)OCO3)cc1)N1CCOCC1	7.3	2.9%	12.4%	1.1%	-1.9%	-11.5%	-20.7%	-21.1%	-16.6%
CC(=O)c1ccc(OCC(O)CN2CCN(Cc3ccccc3)CC2)cc1 (centres undefined)	-1.4	-2.4%	6.1%	-6.9%	1.1%	-47.4%	/	0.5%	-8.7%
CC1CCCCN1S(=O)(=O)c1cn(C)c(=O)n(C)c1=O (centres undefined)	1.5	-3.8%	-2.7%	-1.5%	-18.5%	-22.9%	18.0%	1.5%	-8.7%
Cc1ccccc1-c1nc2c(s1)CCc1onc(-c3cccc([N+](=O)[O-])c3)c1-2	-16.4	5.8%	/	/	-5.2%	1.7%	-5.4%	-3.3%	-6.7%
O=C(Cc1cccc2ccccc12)N1CCN(c2ncccn2)CC1	-7.0	-3.2%	6.5%	-6.2%	3.4%	-30.5%	2.8%	3.0%	-15.3%
COc1cccc(CN2C(=O)NC3(CCCCCC3)C2=O)c1	-3.3	-1.9%	35.6%	-17.2%	-1.3%	-12.5%	-10.0%	5.3%	-10.4%
CC(C)OCCCNC(=O)C1CC(=O)N(C2CCCCCCC2)C1 (centres undefined)	-6.2	22.8%	20.0%	-13.4%	-0.2%	-10.1%	475.3%[activator]	-0.6%	1.5%
COc1cc2[nH]c(=O)n(CCC(=O)NCc3cccnc3)c(=O)c2cc1OC	0.8	0.2%	-20.1%	-8.0%	-8.4%	9.6%[11.4 µM]	0.0%	-5.9%	-3.8%
O=C(NCc1ccco1)c1cc(-c2ccc(F)cc2)on1	-4.9	10.4%	1.9%	-7.6%	-0.4%	-4.2%	0.0%	-17.7%	4.1%
O=C(CSc1nc2cc(Cl)ccc2o1)NCCc1ccccc1	-6.6	-4.7%	-2.5%	-23.3%	-1.8%	7.6%	-5.1%	-2.4%	-9.8%
Cc1ccc(-n2ncc(C(=O)NC3CC3)c2C2CCN(C(=O)OC(C)(C)C)CC2)cc1	-1.5	-7.5%	0.7%	-4.7%	2.1%	-5.9%[56.9 µM]	0.6%	-1.2%	-8.9%
Cc1cccc(OCCSc2nc3ccc(NC(=O)c4cccs4)cc3s2)c1	0.6	/	-21.3%	322.6%[activator]	0.6%	-33.0%	-21.2%	-6.0%	-13.8%
CCCCNC(=O)CSc1nc2ccc(NC(=O)CSc3nnc(COc4ccccc4C)n3C)cc2s1	-1.0	?	-19.1%	?	-12.7%	-12.4%	3.6%	-14.8%	-1.4%
COc1ccc(NC(=O)c2nc(C)n(-c3ccc([N+](=O)[O-])cc3)n2)cc1	-4.3	-7.5%	0.4%	?	-0.9%	6.8%	2.0%	-18.0%	-16.1%
CCC(=O)N1N=C(c2cccs2)CC1c1ccc(OC)cc1 (centres undefined)	0.0	10.4%	-15.2%	-3.8%	-0.2%	-10.2%	0.5%	1.8%	1.6%
O=C(Nc1oc2ccccc2c(=O)c1-c1ccc(Cl)cc1)c1ccco1	1.0	-17.8%	-2.8%	-2.6%	0.9%	-14.4%[56.9 µM]	-17.0%	-12.4%	-6.6%
CN(C(=O)CSc1nnc(-c2cccnc2)o1)C1CCCCC1	-4.8	13.1%	/	/	7.6%	-9.2%	10.5%	9.6%	-15.9%
CCN(CC(=O)Nc1ccccc1C(F)(F)F)C(=O)CCc1nc2sc3c(c2c(=O)[nH]1)CCCC3	-9.7	-35.5%	/	/	4.6%	-7.1%	?	?	15.8µM*
CC1CCN(CCCNC(=O)C2CCCN(c3ncnc4c3nc3n4CCCCC3)C2)CC1 (centres undefined)	-3.9	-10.6%	6.5%	-6.5%	-0.3%	-20.5%	5.3%	-12.0%	-10.7%
CCc1ccc(OCC(=O)N/N=C(\C)c2ccccc2OC(F)F)cc1	3.4	-2.3%	-1.5%	-8.5%	/	-29.7%	-18.0%	-18.9%	-15.7%
COC(=O)CNC(=O)c1cc(-c2ccncc2)nc2ccccc12	-6.0&6.0	84.7%	2.2%	4.2%	10.2%	18.0%	-10.2%&-43.6%	-11.9%	8.8%
C=CCNC(=O)NC(=O)COC(=O)CNS(=O)(=O)c1ccc(F)c(F)c1F	-8.5	0.3%	1.6%	-4.5%	7.1%	-34.6%	?	2.0%	-1.5%
COc1ccc(CCNC(=O)NC2CCCCC2)cc1	-5.7	0.7%	37.2%	-1.7%	-5.1%	4.2%	-18.0%	-1.2%	-12.2%
CCOC(=O)c1cc(S(=O)(=O)Nc2ccccc2OCC)[nH]n1	-1.4	/	9.3%	-4.0%	-0.5%	-10.0%	?	-4.6%[60.1 µM]	6.2%
O=C(CN1CCN(c2ccc(C(F)(F)F)cn2)CC1)Nc1ccc2c(c1)OCO2	1.7	-2.4%	-22.6%	2.4%	16.5%	-13.5%	49.0%[activator]	9.6%	6.5%
COc1ccc2[nH]c3nc(SC(C)C)nnc3c2c1	-7.2	-7.2%	3.0%	-12.8%	-6.9%	7.3%	431.7%[activator]	-7.2%	-8.5%
Cc1ccc(CNc2nc(-c3ccco3)nn2C(=O)c2ccccc2[N+](=O)[O-])cc1	13.1	/	26.3%	?	1.0%	-22.6%	?	-3.5%	-18.9%
C=C(C)C(=O)Nc1cccnc1Oc1ccc(F)cc1	-8.5	-10.5%	20.2%	-6.2%	-6.9%	9.4%	3.6%	-3.7%	-11.7%
Cc1ccc(S(=O)(=O)NC(CC(=O)O)c2ccc(F)cc2)cc1 (centres undefined)	-0.6	6.0%	7.9%	-0.6%	3.8%	-6.0%	11.2%	1.0%	-8.0%
COc1ccc(C(=O)OCn2nnc3ccccc3c2=O)cc1[N+](=O)[O-]	-12.5	-4.4%	15.0%	-6.1%	10.3%	?	22.1%	-15.0%	0.5%
CCCOC(=O)c1ccc(Oc2cn[nH]c2-c2ccc(O)cc2O)cc1	3.3	-1.2%	2.4%	-2.8%	-1.6%	30.8%	?	-20.5%	-13.2%
O=C(CSc1n[nH]c(=O)n1Cc1ccccc1)Nc1ccc(F)c(F)c1F	-8.3	61.8%[activator]	-7.7%	-2.2%	-1.8%	-0.1%	10.4%	-3.2%	2.6%
Cc1ccc(NC(=O)COC(=O)Cc2cccs2)cc1S(=O)(=O)N1CCOCC1	-7.0	4.1%	-3.5%	-8.1%	2.3%	-14.1%	5.6%	-2.2%	-0.1%
CCCC(=O)NC(c1ccc(Cl)cc1)c1ccc2cccnc2c1O (centres undefined)	2.6	16.6%	1.8%	-6.4%	-3.5%	-12.6%	-20.0%	-21.4%	-9.9%
CN(CC(=O)N1CCN(Cc2ccccc2)CC1)S(=O)(=O)c1cccc2nsnc12	-0.7	12.4%	-0.2%	-8.5%	1.9%	15.9%	15.1%	1.0%	6.0%
COc1cccc(/C=C2/SC(=O)N(CC(=O)N3CCc4ccccc4C3)C2=O)c1OCC(=O)O	2.7	2.2%	-0.4%	-16.7%	10.5%	-4.3%	16.1%	-5.2%	?
O=C(NCCc1ccccc1)c1ccc2c(c1)CCN2S(=O)(=O)c1ccccc1	-2.1	/	-19.1%	74.4%[activator]	1.6%	-12.7%	6.1%	-12.2%	-17.8%

Shown as comma-separated lines: 2 of the compounds above.
SMILES,LDHA inh,APEX1 inh,POLB inh,Apoferritin bind,ERG-DNA inh,RGS4 inhibitor,12-LOX inh,POLK inh,POLH inh
COc1cccc(CN2C(=O)NC3(CCCCCC3)C2=O)c1,-3.3,-1.9%,35.6%,-17.2%,-1.3%,-12.5%,-10.0%,5.3%,-10.4%
CC1CCCCN1S(=O)(=O)c1cn(C)c(=O)n(C)c1=O (centres undefined),1.5,-3.8%,-2.7%,-1.5%,-18.5%,-22.9%,18.0%,1.5%,-8.7%
